Source: PubChem BioAssay (Sanford-Burnham Center for Chemical Genomics)
UBC13 inh: UBC13 polyubiquitin chain formation inhibitors, primary screen, biochemical, TR-FRET, uHTS | inhibition, % at 20 µM | actives 0.47% (n = 330,000); in the data active = inhibition above about 45%, passing the limit was not always enough
Target sequence (P61088 whole entry, looked up): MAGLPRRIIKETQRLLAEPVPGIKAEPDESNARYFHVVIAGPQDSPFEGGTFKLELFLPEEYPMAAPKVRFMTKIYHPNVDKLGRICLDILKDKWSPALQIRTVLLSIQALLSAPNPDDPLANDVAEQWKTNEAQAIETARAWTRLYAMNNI
EBI2 block: EBI2 receptor antagonists, beta-arrestin recruitment, primary screen, cell-based, luminescence, 7a,25-OHC stimulation, uHTS; 7a,25-OHC stimulated; inhibition, % at 5 µM; actives 0.81% (n = 360,000); AID 651636, 2012; in the data active = inhibition above about 38%;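 note: enzyme fragment complementation signal reports receptor beta-arrestin coupling in cells; 0% = agonist plus DMSO wells and 100% = wells without agonist; some results beyond the cut were filed as inactive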
CXCR6 inh: CXCR6 receptor inhibitors, primary screen, cell-based, beta-arrestin, luminescence, CHO-K1 PathHunter, 1536-well | inhibition, % at 20 µM | actives 0.36% (n = 360,000) | AID 602244, 2012; in the data active = inhibition above about 34%, passing the limit was not always enough;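 note: antagonist mode with CXCL16 agonist at 10 nM final; 0% = 10 nM CXCL16 with DMSO and 100% = unstimulated wells without agonist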
Target sequence (O00574 whole entry, looked up): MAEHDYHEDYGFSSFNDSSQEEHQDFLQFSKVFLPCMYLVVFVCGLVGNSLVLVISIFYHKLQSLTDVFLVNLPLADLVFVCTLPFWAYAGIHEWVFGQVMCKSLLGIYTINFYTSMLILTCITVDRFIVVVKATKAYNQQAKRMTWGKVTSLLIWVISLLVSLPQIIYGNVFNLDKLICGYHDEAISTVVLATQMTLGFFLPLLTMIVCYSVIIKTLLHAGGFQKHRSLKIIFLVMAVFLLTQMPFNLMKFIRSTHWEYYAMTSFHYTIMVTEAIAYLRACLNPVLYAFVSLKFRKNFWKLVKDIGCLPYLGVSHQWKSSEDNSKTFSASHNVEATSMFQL
Jurkat NFkB inh: inhibitors of induced NF-kB luciferase reporter, primary screen, TCR NF-kB activation inhibitor project, cell-based, luminescence, uHTS; Jurkat, PMA/ionomycin-induced NF-kB luciferase reporter; inhibition, % at 4 µM; AID 435003, 2010; actives 0.53% (n = 330,000); in the data active = inhibition above about 50%
APJ antagonist: antagonists of human apelin receptor APJ, primary screen, CHO-K1 cells, beta-arrestin complementation, luminescence. P35414. inhibition, % at 20 µM. actives 0.32% (n = 330,000);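 active = inhibition above about 40% at 20 µM, limit read from the data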;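 note: cells challenged with 10 nM apelin-13 agonist together with compound; plate controls were apelin-13 plus DMSO wells for no effect and DMSO wells lacking apelin-13 for full effect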
Target sequence (P35414 whole entry, looked up): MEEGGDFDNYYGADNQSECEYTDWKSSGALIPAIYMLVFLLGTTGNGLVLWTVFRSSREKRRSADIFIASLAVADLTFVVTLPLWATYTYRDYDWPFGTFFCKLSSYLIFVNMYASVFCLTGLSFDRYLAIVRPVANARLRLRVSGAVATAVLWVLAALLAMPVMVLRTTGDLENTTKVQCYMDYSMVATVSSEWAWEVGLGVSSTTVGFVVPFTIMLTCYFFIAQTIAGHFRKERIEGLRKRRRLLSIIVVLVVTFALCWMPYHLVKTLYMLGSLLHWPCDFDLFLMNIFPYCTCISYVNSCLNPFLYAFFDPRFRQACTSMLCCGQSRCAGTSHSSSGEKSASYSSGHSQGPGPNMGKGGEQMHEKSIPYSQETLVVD
Gli-Sufu block: Gli-Sufu pathway antagonists, primary screen, luciferase luminescence, Sufu-KO-LIGHT cells, uHTS; Sufu-KO-LIGHT fibroblasts, Gli luciferase reporter luminescence; inhibition, % at 5 µM; actives 0.74% (n = 340,000); AID 588413, 2011;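 active = inhibition above about 55%, limit read from the data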;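 note: 0% = DMSO-treated cells and 100% = wells with medium but no cells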
697 NFkB inh: inhibitors of PMA/ionomycin-induced NF-kB reporter, 697 cells, primary screen, B-cell NF-kB inhibitor project, cell-based, luminescence, uHTS | inhibition, % at 4 µM | actives 0.33% (n = 330,000) | AID 435022, 2010 | 697 B-cell NF-kB luciferase reporter, 16 h; in the data active = inhibition above about 35%
CCR6 antagonist: CCR6 receptor antagonists, primary screen, cell-based, CHO-K1, luminescence, beta-arrestin, uHTS. C-C chemokine receptor type 6 (Homo sapiens), P51684. CHO-K1 CCR6 PathHunter beta-arrestin, CCL20-stimulated. inhibition, % at 20 µM. actives 0.49% (n = 340,000);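 active = compounds whose inhibition of the agonist-driven luminescence signal at 20 µM reaches about 50%, limit read from the data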;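 note: cells stimulated with CCL20 at 14 nM final; plate controls were DMSO with CCL20 for no effect and DMSO without agonist for full effect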
Numbers without * were called inactive; nt = not tested or not shown. No enrichment for hits; overall some 3% were active at least once.

Compound	UBC13 inh	EBI2 block	CXCR6 inh	Jurkat NFkB inh	APJ antagonist	Gli-Sufu block	697 NFkB inh	CCR6 antagonist
CCCCN(C(=O)c1ccc2c(c1)OCO2)c1c(N)n(CCCC)c(=O)[nH]c1=O	3	-7	0	9	17	1	0	-10
COc1ccc(C2=Nc3cc(C)ccc3OC2)cc1	18	0	-14	-147	10	-148	-253	0
COc1ccc(NC(=O)c2cc3ccccc3o2)cn1	-6	38*	-2	-60	6	-3	2	4
CCc1ccc(/C=N/NC(=O)c2c[nH]c3ccccc23)s1	2	18	2	-149	3	-77	-198	25
CCCCc1c(C)nn(-c2nnc3c4ccccc4n(CC)c3n2)c1C	-18	43	2	-10	-2	19	-22	1
Cc1ccc(CN2C(=O)N/C(=C\c3ccc(-c4ccc(C(=O)O)cc4C)o3)C2=O)cc1	1	-6	7	0	9	10	5	8
Cc1cc(NC(=O)CCC(=O)N(CC(=O)NC2CCCC2)c2ccc(F)cc2)no1	4	-9	-4	-5	15	-35	11	-12
COc1cc(C(=O)OCc2ccc([N+](=O)[O-])cc2)cc(OC)c1OC	9	4	-3	17	-15	3	27	-4
COc1ccc(CN(Cc2cc3ccc(C)cc3[nH]c2=O)Cc2nnnn2C2CCCC2)cc1	0	-5	-8	1	-30	-3	-7	9
COc1ccc2sc(-c3ccc(S(C)(=O)=O)cc3)c(-c3ccc(C(N)=O)cc3)c2c1	38	8	-1	-25	-6	-3	2	14
CS(=O)(=O)N(CC(=O)O)c1cccc(Cl)c1	1	2	7	19	7	-1	17	-16
Cc1ccc(-c2nnc(-c3cccc(NC(=O)c4cccs4)c3)o2)cc1	-2	8	12	-21	3	-4	-11	-3
CCOC(=O)C(C(=O)NCC1CCCO1)C1CCCCC1 (stereo unspecified)	1	0	1	-6	-9	7	-2	7
O=C(Nc1ccc(O)c2c(=O)cc(-c3ccccc3Cl)oc12)c1ccccc1Cl	-4	-4	-2	-1	11	1	6	8
CC(C)CCOc1ccc(NC(=O)C2OC3OC(C)(C)OC3C3OC(C)(C)OC23)cc1 (stereo unspecified)	-11	7	-7	4	2	-1	15	3
O=C(Cn1ccc([N+](=O)[O-])n1)NCc1nc2ccccc2[nH]1	-6	-3	-3	-20	-9	25	-1	3
O=C(NCc1ccco1)/C(=C\c1cccs1)NC(=O)c1ccco1	2	-1	-2	-6	2	-20	12	6
COc1cc(C2C(C#N)=C(N)Oc3c2oc(CO)cc3=O)ccc1OC(C)C (stereo unspecified)	-3	-2	-2	4	8	-3	11	16
Cc1cc(C(=O)OCC(=O)NCCN2C(=O)CSC2=O)ccc1[N+](=O)[O-]	-1	-3	-3	2	-2	3	3	3
COc1ccc(CN2CCN(C(=O)c3ccc4nc(N5CCOCC5)sc4c3)CC2)c(OC)c1OC	4	12	-4	5	-10	6	11	9
Clc1nssc1=Nc1ccc(Br)cc1	nt	25	1	nt	nt	4	nt	15
O=C(Nc1ccccc1C(=O)O)c1cccc(NS(=O)(=O)c2ccc(Br)cc2)c1	nt	4	6	nt	nt	-2	nt	-14
NNC(=O)c1cc2cc3ccccc3nc2s1	-10	-19	-31	-18	-53	-19	-4	-19
O=C(c1cccc(F)c1)N1CCN(C2CCCCC2)CC1	-9	4	-1	2	-1	7	13	-10
O=C(Nc1cccc(Cl)c1)Nn1cnnc1	-3	1	-2	-10	-10	nt	-19	-1
Cc1ncc(CO)c(/C=N/NC(=O)c2ccccc2Br)c1O	7	5	2	-21	-1	-3	-15	-10
CC(CC(=O)N1CCN(S(=O)(=O)c2ccccc2)CC1)n1cncn1 (stereo unspecified)	9	-11	-1	16	2	0	23	3
NC(=O)N/N=C1\CCS(=O)(=O)c2ccc(F)cc21	2	3	2	3	4	-9	17	14
Cc1cc(NS(=O)(=O)c2ccc(NC(=S)NC(=O)/C=C/c3ccccc3)cc2)no1	-2	-3	15	15	24	-6	-17	21
COc1ccc(NC(=O)Nc2ccc(F)c(F)c2)c(OC)c1	-10	5	5	-14	-8	-13	-11	6
CSCC[C@H](NC(=O)c1ccc(Cl)c([N+](=O)[O-])c1)c1nc2ccccc2[nH]1	4	10	-2	16	-8	6	-8	-23
COC(=O)CN(C(=S)Nc1ccc(F)cc1)C1CC(=O)N(c2ccccc2)C1=O (stereo unspecified)	-4	-6	8	0	-9	3	-6	15
Cc1ccccc1C(=O)NC(CC(C)C)C(=O)N1CCN(c2ccccc2)CC1 (stereo unspecified)	-2	-5	10	-13	4	-18	9	8
O=C(Nc1ccccc1N1CCOCC1)c1ccc(Cl)nc1	5	7	4	-6	-5	0	12	0
CCN(C(=O)c1ccc(Cl)c([N+](=O)[O-])c1)c1ccccc1	3	12	-5	7	-1	3	3	8
CCCCn1c2ccc(F)cc2c2nnc(NN)nc21	-24	2	2	13	12	3	-4	24
CC1CCC(C(C)C)C(OCC(O)CNC(C)C)C1 (stereo unspecified)	-2	7	1	-8	-18	6	6	12
Cc1ncsc1C(=O)O	-6	-6	-5	-15	-2	1	1	2
Cc1cccc(C)c1NC(=O)CNC(=O)CCCc1c[nH]c2ccccc12	7	-1	1	6	13	-14	10	-2
Cc1nnc(NC2=NCCCCC2)o1	2	-7	6	-6	-3	-2	-3	0
COc1ccc(-n2nc3c(c2NC(=O)c2c(F)cccc2Cl)CS(=O)C3)cc1 (stereo unspecified)	-3	0	-4	6	1	-2	17	5
Nn1c(SCC(=O)Nc2ccc(F)cc2F)nnc1C1CCCCC1	-11	10	7	-25	7	-25	-32	-8
C[C@]12c3[nH]c4cc(-c5ccco5)ccc4c3CCN1C(=O)[C@@H](CC(=O)NCc1cccc(C(F)(F)F)c1)C[C@@H]2C(=O)N1CCCCC1	nt	22	-7	nt	nt	-5	0	20
Cc1ccc(S(=O)(=O)/N=C(/Nc2ccccc2C)c2ccccc2)cc1	8	2	0	7	11	3	2	13
Cc1ccc(S(=O)(=O)N2CCN(C(=O)c3sccc3C)CC2)cc1	-16	13	-2	-32	17	-2	-25	-1
Cc1nc(N2CCN(C(c3ccccc3)c3ccccc3)CC2)[nH]c(=O)c1C	nt	-25	1	nt	nt	1	nt	5
CC(C)OCCCNC(=S)NNC(=O)c1ccc(Cl)c(Cl)c1	-8	5	4	-19	-3	-5	-30	7
CC(=O)c1ccc(N2CCN(C(=S)NCCCN(C)C)CC2)cc1	3	1	2	-3	-22	25	3	-4
CC(=O)c1ccc(OCc2cn(CC(=O)c3ccc(O)cc3)nn2)cc1	nt	8	21	nt	nt	-1	nt	18
COc1ccc(-c2cc3ncnc(Cl)c3s2)cc1	31	2	-5	-35	-2	-75	-82	-14
COc1ccccc1C1NC(=O)NC(C)=C1C(=O)OCc1ccccc1 (stereo unspecified)	6	7	-2	6	12	-8	6	-2
COc1ccccc1CNC(=O)CCNC(=O)N1CC(=O)Nc2ccccc21	1	8	-5	0	-1	-26	2	8
CC1CCC(C(=O)NC(C(=O)N2CCC(N3CCCCC3)CC2)C(C)C)CC1 (stereo unspecified)	-3	-5	2	3	5	10	18	-7
Cc1ccc(S(=O)(=O)N2[C@@H](c3ccc(Cl)cc3)C(C(=O)O)=C[C@H]2CC2CCCC2)cc1	-1	-2	1	11	-1	-10	-1	4
Cc1ccc(S(=O)(=O)N2CCOCC2)cc1NC(=O)COC(=O)c1ccc2c(c1)OCO2	-10	3	0	-32	15	-4	-12	16
Nc1c(Cl)ncnc1Nc1ccc(C(=O)O)cc1	nt	-3	-5	nt	nt	-4	nt	-3
CC(C)N1CCC(N2CCN(C3CCCCCC3)CC2CCO)CC1 (stereo unspecified)	-12	3	8	-26	-5	-2	-28	-7
CC1CN(C(=O)N2CCCCC2)CCN1C(=O)N1CCCCC1 (stereo unspecified)	-4	-6	3	4	10	6	-4	9
CCOC(=O)C1(CC2CC2)CCN(S(=O)(=O)C[C@]23CC[C@H](CC2=O)C3(C)C)CC1	3	-1	4	-8	-13	0	-2	12
COCC1CCN(C(=O)C2CCC(=O)N(CC3CCCCC3)C2)CC1 (stereo unspecified)	3	-8	-3	7	7	-6	6	0

The list continues.
Compound	UBC13 inh	EBI2 block	CXCR6 inh	Jurkat NFkB inh	APJ antagonist	Gli-Sufu block	697 NFkB inh	CCR6 antagonist
ON1C2CCCCC2N(O)C1c1c(F)c(F)c(F)c(F)c1F (stereo unspecified)	-4	-1	18	-1	30	-3	0	53*
CCCc1cc(=O)[nH]c2nnc(SCC(=O)Nc3nnc(SCC)s3)n12	-16	-12	1	8	22	-15	-3	1
CCOC(=O)c1sc2nc(CC(=O)OC)nc(N3CCN(c4ccc(OC)cc4)CC3)c2c1C	4	14	11	6	14	13	10	16
O=C(O/N=C\c1ccc(N2CCCCC2)c([N+](=O)[O-])c1)c1ccc(Cl)cc1Cl	-20	51*	11	3	13	-32	2	14
CCn1c(C)cc(C(=O)COC(=O)c2cccnc2SC)c1C	-5	2	3	-75	9	-74	-60	20
O=C(O)C1(S(=O)(=O)CCC(F)=C(F)F)CC1	-2	-5	-1	8	0	7	14	0
Cn1c(SCC(=O)Nc2ccccc2)nc2c([nH]c3ccccc32)c1=O	-10	11	2	-18	4	7	5	-6
CCOCCCNC(=O)Cn1cnc2c(cnn2-c2ccc(F)cc2)c1=O	-2	-2	-3	-19	20	-5	-21	3
O=c1cccccc1NCc1ccccc1	-18	-5	-1	9	-34	-11	-32	-3

One compound at a time, from the list above. Order of screens: UBC13 inh | EBI2 block | CXCR6 inh | Jurkat NFkB inh | APJ antagonist | Gli-Sufu block | 697 NFkB inh | CCR6 antagonist
CCn1c(C)cc(C(=O)COC(=O)c2cccnc2SC)c1C is listed with -5 | 2 | 3 | -75 | 9 | -74 | -60 | 20
ON1C2CCCCC2N(O)C1c1c(F)c(F)c(F)c(F)c1F (stereo unspecified) is listed with -4 | -1 | 18 | -1 | 30 | -3 | 0 | 53*
O=c1cccccc1NCc1ccccc1 is listed with -18 | -5 | -1 | 9 | -34 | -11 | -32 | -3
